Screening results (PubChem)
LDHA block: blocks human lactate dehydrogenase A; P00338; 0.15% of 480,000 active; AID 1347041; activity change, % (values are at about 110 or 230 µM); purified LDHA, NADH/diaphorase-resazurin fluorescence; hits give low values; in the data active = activity change below about -30%; inconclusive = mostly about -25% to -30%;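 note: plate controls were DMSO wells for no effect and wells without enzyme for full effect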
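Remaining NADH was detected by diaphorase (0.133 mg/mL) converting 37 µM resazurin to fluorescent resorufin, read at 0 and 20 minutes. The preceding 5-minute room-temperature reaction used 2 nM LDHA, 0.2 mM sodium pyruvate and 0.06 mM NADH at pH 7.4.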
POLB inh: DNA polymerase beta (human) inhibition; P06746; Pol beta primer extension/strand displacement, fluorescence kinetic; Potency, µM (series often up to 114 µM), inactives show top-dose activity change, negative = inhibition, usual class: inhibitors; 1.3% of 340,000 active; note: potency is the fitted concentration of half-maximal effect; % is set by controls: 0 for no effect and ±100 for the full control effect
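10 nM enzyme + cpd, 15 min RT; start with substrate 50 nM final; read 0 min and after 10 min RT. Corrected, normalized data; 4-parameter Hill curve fit.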
POLK inh: DNA polymerase kappa (human) inhibition | purified Pol kappa, fluorescent DNA synthesis assay, 10 min | Potency, µM (titrated, usually from 107 µM), for inactives: at the highest dose activity, negative = inhibition, usual class: inhibitors | 0.53% of 400,000 active | AID 588579; note: potency is the fitted concentration of half-maximal effect; % is set by controls: 0 for no effect and ±100 for the full control effect
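Inhibition of 10 nM Pol kappa is measured by a fluorescent read-out at 0 and 10 min following addition of 50 nM substrate (final), with a 15-min room-temperature compound preincubation.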
RGS4 inhibitor: human RGS4 inhibition | P49798 | Transcreener GDP fluorescence polarization, RGS4-accelerated GTP hydrolysis | Potency, µM (top dose mostly 114 µM), for inactives: top-dose activity change, negative = inhibition, actives largely listed as inhibitors | 0.039% of 390,000 active; note: potency is the fitted concentration of half-maximal effect; % is set by controls: 0 for no effect and ±100 for the full control effect; nearly all actives have a fitted effect of over 75% in size; some results filed as inactive show a strong effect at the top dose
Target sequence (P49798 whole entry, looked up): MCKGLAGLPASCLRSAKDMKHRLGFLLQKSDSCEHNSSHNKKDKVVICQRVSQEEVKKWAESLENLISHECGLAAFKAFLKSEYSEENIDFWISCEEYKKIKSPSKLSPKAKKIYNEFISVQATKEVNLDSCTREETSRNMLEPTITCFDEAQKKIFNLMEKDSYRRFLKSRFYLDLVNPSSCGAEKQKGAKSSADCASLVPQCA
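MLSMR compounds (23 nl, pin-transferred) preincubated 10 min at room temperature with a 500nM (2x) first reagent, then RGS4 at 900nM (2x) plus Transcreener GDP mix added; fluorescence polarization (620/688 nm) read before and after 90 min at 30 °C.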
ERG Ets-DNA blk: inhibitors of human ERG Ets domain-DNA interaction; fluorescence polarization, His-ERG Ets domain / labelled DNA; Potency, µM (doses to about 76.9 µM), for inactives: top-dose FP activity, negative = inhibition, most hits filed as inhibitors; 0.028% of 370,000 active; AID 624246; active = well fitted inhibition curve with a large enough effect in the polarisation, with a control signal flat; inconclusive = small, poorly fitted or top-dose-only effect, or effect the other way, or a change in a side signal; inactive = no such curve, though single readings can be large or run the other way; the % refers to the polarisation;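 note: polarization taken with two DNA probes labelled with fluorescein and Texas red; potency is the fitted concentration of half-maximal effect; % of control where 0% means no effect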
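His-tagged ERG Ets domain (1 uM in the protein solution; 300mM KCl, 50mM Tris-HCl, 1mM EDTA, 1mM DTT, pH 7.5) received compound, then a probe mix of 5 nM fluorescein-DNA and 100nM Texas-615-DNA. Fluorescence polarization was read for both dyes.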
POLH inh: inhibitors of human DNA polymerase eta; Q9Y253; recombinant Pol eta, fluorescent DNA replication assay; Potency, µM (titrated, usually from 114 µM), for inactives: at the top dose activity change, negative = inhibition, actives largely listed as inhibitors; 1.2% of 390,000 active; AID 588591; note: potency is the fitted concentration of half-maximal effect; % is set by controls: 0 for no effect and ±100 for the full control effect
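Fluorescent replication assay: 50 nM final substrate added after a 15 min room-temperature compound preincubation with 10 nM enzyme. Signal taken at 0 min and again at 10 min.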
Apoferritin bind: candidate novel general anesthetic via apoferritin binding; apoferritin/1-aminoanthracene competitive binding, fluorescence; P02791; 0.074% of 350,000 active; Potency, µM (series often up to 77.5 µM), for the others: at the highest dose activity change, negative = displacement, hits mostly inhibitors; note: potency is the fitted concentration of half-maximal effect; % is set by controls: 0 for no effect and ±100 for the full control effect; nearly all actives have a fitted effect of over 20% in size
Target sequence (P02791 2-175 limits assumed): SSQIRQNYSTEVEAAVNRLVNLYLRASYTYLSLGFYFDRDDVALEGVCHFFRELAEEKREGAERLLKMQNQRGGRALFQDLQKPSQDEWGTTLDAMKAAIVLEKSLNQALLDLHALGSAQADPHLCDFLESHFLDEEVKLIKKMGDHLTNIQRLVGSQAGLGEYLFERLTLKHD
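Steps: apoferritin (10 uM) was premixed with half-saturated 1-AMA in PBS, compounds were pin-transferred, plates stood 10 min at room temperature, fluorescence was read at 380/535 nm, and curves were fitted with a Hill equation.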
APE1 inh: inhibitors of human APE1 endonuclease. Potency, µM (series often up to 65.8 µM), inactives show top-dose activity change, negative = inhibition, usual class: inhibitors. recombinant APE1, TAMRA/BHQ-2 abasic DNA cleavage fluorescence. P27695. 0.35% of 350,000 active;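 note: potency is the fitted concentration of half-maximal effect; plate controls were vehicle for no effect and reference inhibitor for full effect; nearly all actives have a fitted effect of over 55% in size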
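Substrate: short duplex with […] THF abasic site, 5'-TAMRA and 3'-BHQ-2, 50 nM final. APE1 at 0.75 nM, preincubated 15 min RT with compound. Fluorescence increase from first to third read measured activity.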
ALOX12 inh: blocks human arachidonate 12S-lipoxygenase | AID 1671190 | P18054 | purified 12hLO, xylenol orange hydroperoxide absorbance | Potency, µM (highest dose often 108 µM), for the others: at the top dose activity change, negative = inhibition, most hits filed as inhibitors | 1.1% of 580,000 active; note: potency is the fitted concentration of half-maximal effect; % is set by controls: 0 for no effect and ±100 for the full control effect
Target sequence (P18054 whole entry, looked up): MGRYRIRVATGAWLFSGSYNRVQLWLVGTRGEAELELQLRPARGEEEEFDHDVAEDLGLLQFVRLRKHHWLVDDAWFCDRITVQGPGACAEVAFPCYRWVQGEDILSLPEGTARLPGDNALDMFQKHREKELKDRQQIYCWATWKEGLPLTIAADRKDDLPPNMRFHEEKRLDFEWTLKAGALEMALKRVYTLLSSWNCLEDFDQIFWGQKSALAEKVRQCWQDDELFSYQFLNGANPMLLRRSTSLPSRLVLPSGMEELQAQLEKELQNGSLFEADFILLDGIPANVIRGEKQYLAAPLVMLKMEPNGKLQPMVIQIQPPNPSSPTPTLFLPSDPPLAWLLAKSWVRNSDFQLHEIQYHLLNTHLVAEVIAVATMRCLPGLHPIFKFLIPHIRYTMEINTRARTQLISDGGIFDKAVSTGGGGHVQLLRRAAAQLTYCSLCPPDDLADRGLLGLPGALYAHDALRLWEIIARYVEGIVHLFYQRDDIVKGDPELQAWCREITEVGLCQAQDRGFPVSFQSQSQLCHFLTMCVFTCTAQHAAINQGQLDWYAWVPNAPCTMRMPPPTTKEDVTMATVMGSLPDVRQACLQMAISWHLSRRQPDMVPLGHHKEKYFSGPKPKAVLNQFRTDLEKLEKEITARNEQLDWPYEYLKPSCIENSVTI
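Purified human 12hLO at 150 nM in 25 mM Hepes, 0.01% Triton X-100, pH 7.0, preincubated 15 min at room temperature with compound. Reaction started with 40 uM arachidonic acid, 30 min at room temperature. Hydroperoxide measured by Fe-xylenol orange, 573/405 nm absorbance ratio.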
* = called active by the depositor; i = inactive; ? = inconclusive; / = not tested or not shown; & = joins results of further samples; [ ] = remark or other dose. Unless noted, calls come from the whole dose curve; as a rule, active = well fitted curve in the direction sought with a large enough effect; inconclusive = small, poorly fitted or top-dose-only effect, or another doubt; inactive = no such curve, though single readings can be large; an effect the other way counts as inactive or inconclusive. Not all compounds are listed (hit frequency here may not be typical).

Below each SMILES: LDHA block	POLB inh	POLK inh	RGS4 inhibitor	ERG Ets-DNA blk	POLH inh	Apoferritin bind	APE1 inh	ALOX12 inh
Cc1cc(C)n2ncc(C(=O)Nc3cccc(O)c3)c2n1
  -2	8%	-1%	2%	-3%	?	-1%	5%	4%
CC(C)(C)c1ccc(COC(=O)Nc2ccc(F)cc2)cc1
  -8	30%	4%	5%	-2%	-22%	3%	4%	16%
CC(=O)Nc1cccc(/C(C)=N/NC(=O)c2ccc(Cl)cc2Cl)c1
  -1	7%	-3%	-16%	-15%	-20%	-6%	-4%	0%
CCC(CC)c1nnc(NC(=O)C2CC(=O)N(c3ccc4c(c3)OCCO4)C2)s1 (centres undefined)
  5	?	-15%	-13%	-6%	-9%	-2%	4%	27%
CCOC(=O)CNC(=O)N1CCCC(C(=O)c2ccccc2SC)C1 (centres undefined)
  0	?	12%	-3%	2%	-13%	-5%	0%	-1%
CCSc1nc(-c2ccccc2F)nc2c1Cc1c(CO)cnc(C)c1O2
  3	-2%	-6%	-5%	-1%	-8%	-8%	/	5%
CN(C)c1nc2ccc(OCCN3CCCCC3)cc2s1
  -3	-27%	2%	-10%	0%	-19%	-12%	5%	-24%
COc1ccc(O)c(C(=O)c2cnc3nc4ccccc4n3c2)c1
  8	6%	?	-17%	4%	?	-2%	-9%	?
O=C(Cc1ccccc1)NC(=S)Nc1ccc2oc(-c3ccccc3)nc2c1
  /	23%	/	/	/	/	5%	29%	?
COC(=O)C(Cc1c[nH]c2ccccc12)NC(=O)COc1ccc(Cl)cc1Cl (centres undefined)
  -8	12%	-2%	-10%	-2%	-22%	9%	/	?
CCO[C@H]1OC(C(=O)NCc2ccccc2)=C[C@@H](c2coc3ccccc3c2=O)[C@@H]1CCCO
  -13	46%	0%	17%	-2%	1%	-14%	3%	16%
Cc1ccccc1NC(=O)CC1C(=O)Nc2ccccc2N1CC(=O)N(C)C1CCS(=O)(=O)C1 (centres undefined)
  -3	/	-5%	-8%	-1%	-8%	/	-1%	-5%
CC1CN(c2ccc([N+](=O)[O-])c(NCCOc3ccccc3)c2)CCN1 (centres undefined)
  1	-2%	-7%	-8%	-4%	-14%	-22%	4%	-6%
CCCCn1c(SCc2ccccc2C)nc2ccsc2c1=O
  1	-3%	-4%[60.1 µM]	7%	4%	-18%	-2%	/	-10%
Cc1ccc(S(=O)(=O)N2CCCCC2)cc1C(=O)OC1CCCCC1=O (centres undefined)
  1	/	-6%	-30%	-11%	-14%	/	40%	?
O=C(NCC1(c2ccccc2)CCCC1)c1ccco1
  -8	-7%	-7%	-5%	-17%	-4%	-8%	-2%	-29%
CCOC(=O)C1C(=O)NC(c2ccccc2)=NC1c1ccccc1 (centres undefined)
  -3	12%	-10%	16%	2%	-1%	-6%	3%	39%[activator]
CN1C(=O)C(/C(N)=N/NC(=O)c2ccccc2)C2CC1(C)Oc1ccccc12 (centres undefined)
  2	34%	-1%[60.1 µM]	11%	-6%	0%	6%	18%	2%
CN1CCN(CCCNC(=O)Nc2cccc3ccccc23)CC1
  3	14%	1%	-10%	-8%	-18%	-10%	15%	14%
Cc1c(NC(=O)CN2CCN(c3ccc([N+](=O)[O-])cc3)CC2)c(=O)n(-c2ccccc2)n1C
  0	-26%	7%	-9%	-1%	-13%	-18%	-4%	-24%
COC(=O)c1ccccc1-n1cccc1C(=O)NP(=O)(N1CCOCC1)N1CCOCC1
  -10	1%	2%	32%	7%	-7%	-2%	22%	-8%
C/C(=N\N=C(N)N)c1ccc(C)c(C)c1
  -9	-27%	-9%	12%[11.4 µM]	1%	27%	-11%	-2%	6%
CC(=O)Nc1ccc(Oc2ccc(NC(C)=O)c(NC(C)=O)c2)cc1
  0	65%	-7%	-1%[56.9 µM]	7%	-19%	-2%	2%	-3%
Cc1ccc(CNC(=O)c2ccc(-c3nc(CS(=O)(=O)c4ccc(C)cc4)c(C)o3)cc2)cc1
  -7	14%	-8%	14%	6%	-1%	-2%	/	-28%
COc1ccc(NC(=O)c2oc3ccccc3c2NC(=O)C2CCCO2)cc1OC (centres undefined)
  5	-9%	-8%	-40%	6%	-31%	-7%	-8%	1%
CCN(CC)S(=O)(=O)c1ccc(Oc2ccccc2)cc1
  -9	12%	0%	26%	-7%	-9%	2%	7%	11%
O=C(Nc1cc(S(=O)(=O)N2CCOCC2)ccc1N1CCCCC1)c1ccccc1
  -12	/	-7%	-10%	-3%[15.4 µM]	-19%	/	0%	417%[activator]
CCOC(=O)c1sc2ccccc2c1S(=O)(=O)Nc1ccc(C(C)=O)cc1
  -5	26%	-18%	-8%	0%	-11%	-10%	/	-29%
Cc1ccc(C)c(NC(=O)CCC(=O)N/N=C/c2cccnc2)c1
  -7	-14%	5%	17%	-2%	6%	-16%	-7%	4%
O=C(Nc1cccc(F)c1)/C(=C\c1ccco1)NC(=O)c1cccs1
  6	21%	-7%	-28%[56.9 µM]	-9%	14%	-21%	19%	?

Another view of some results above.
Compound | LDHA block | POLB inh | POLK inh | RGS4 inhibitor | ERG Ets-DNA blk | POLH inh | Apoferritin bind | APE1 inh | ALOX12 inh
CCN(CC)S(=O)(=O)c1ccc(Oc2ccccc2)cc1 | -9 | 12% | 0% | 26% | -7% | -9% | 2% | 7% | 11%
O=C(Nc1cc(S(=O)(=O)N2CCOCC2)ccc1N1CCCCC1)c1ccccc1 | -12 | / | -7% | -10% | -3%[15.4 µM] | -19% | / | 0% | 417%[activator]
CCOC(=O)c1sc2ccccc2c1S(=O)(=O)Nc1ccc(C(C)=O)cc1 | -5 | 26% | -18% | -8% | 0% | -11% | -10% | / | -29%

Random excerpt: three entries already listed, in no set order.
Below each SMILES: LDHA block	POLB inh	POLK inh	RGS4 inhibitor	ERG Ets-DNA blk	POLH inh	Apoferritin bind	APE1 inh	ALOX12 inh
CC(C)(C)c1ccc(COC(=O)Nc2ccc(F)cc2)cc1
  -8	30%	4%	5%	-2%	-22%	3%	4%	16%
CN1C(=O)C(/C(N)=N/NC(=O)c2ccccc2)C2CC1(C)Oc1ccccc12 (centres undefined)
  2	34%	-1%[60.1 µM]	11%	-6%	0%	6%	18%	2%
O=C(NCC1(c2ccccc2)CCCC1)c1ccco1
  -8	-7%	-7%	-5%	-17%	-4%	-8%	-2%	-29%

Next section.
Below each SMILES: LDHA block	POLB inh	POLK inh	RGS4 inhibitor	ERG Ets-DNA blk	POLH inh	Apoferritin bind	APE1 inh	ALOX12 inh
O=C1NCC(Nc2ccccc2)C(=O)N1 (centres undefined)
  1	/	-4%	8%	0%	-12%	/	/	16%
CN(C)c1ccc(C=Nc2cnn(C)c2C(N)=O)cc1
  5	5%	-2%	-9%	5%	-11%	-8%	1%	-5%
CC(=O)NC12CC3CC(C1)CC(C(=O)Nc1ccc(C)c(S(=O)(=O)N4CCCCCC4)c1)(C3)C2
  -2	/	-13%	-21%	8%	-22%	/	/	4%
Cc1ccc(NS(=O)(=O)c2c(C)ccc3nsnc23)c([N+](=O)[O-])c1
  -10	33%	-3%	14%	3%	-7%	?	-15%	0%
O=C(NCc1ccccc1)C(=O)Nc1nc(-c2ccccc2)cs1
  -9	0%	-8%	2%	2%	-2%	-8%	0%	250%[activator]
C(=N\c1nc2ccccc2n1CCN1CCCCC1)/c1cccs1
  -2	11%	3%	-13%	7%	-6%	-9%	-1%	9%
O=c1cc(C(F)F)oc2c1ccc1ccccc12
  -2	13%	-9%	-3%	/	-3%	-1%	-3%	6%[57.4 µM]
CCOC(=O)c1[nH]c(C)c(C(=O)N2CCc3ccccc32)c1C
  -4	11%	-5%	28%	0%	-4%	-13%	0%	i
Cc1ccc(C)c(N2CCN(C(=O)c3cc4ccccn4n3)CC2)c1
  0	5%	0%	-3%	4%	-21%	-13%	4%	/
O=C(Cc1ccccc1)NCC(=O)N1CCCCC1
  -2	16%	-10%	19%	3%	0%	-2%	23%	2%
Cn1c(SCC(=O)Nc2ccccc2Br)nnc1-c1cnccn1
  -2	55%	-2%	6%	-17%	7%	-10%	-10%	0%
CCOC(=O)c1ccc(Nc2nc(C(=O)OCC)nc3ccccc23)cc1
  1&-9&-1	?	-7%[60.1 µM]	-19%&-23%	2%&-4%	-4%&-6%	?	-4%	44%&-24%&182%[activator]
CCOC(=O)C1CCN(c2nc(-c3ccc(Br)cc3)nc3ccccc23)CC1
  -8&0	-10%&-12%	-11%	4%&-7%	-9%&-5%	-12%&-14%	-4%&-2%	4%	3%&-20%
Cn1c(SCC(=O)NCCc2ccc(S(N)(=O)=O)cc2)nc2ccccc2c1=O
  -14	-2%	-6%	33%	-4%	0%	?	0%	-2%
CC(C)C(=O)Nc1ccc(C(=O)N2CCCCCC2)cc1
  0	-2%	-8%	-5%	4%	-15%	-17%	2%	-16%
COc1ccc(OC)c(C2C(C(=O)c3ccccc3)=C(C)Nc3nc4ccccc4n32)c1 (centres undefined)
  -2	-9%	4%	-20%	-11%	-23%	-11%	-1%	-7%
O=C(Nc1ccc2nccnc2c1)Nc1ccccc1Cl
  16	?	-11%	-69%[56.9 µM]	-9%	-1%	-3%	44%	0%
COc1ccc(Cl)c(OC)c1C(=O)NC(=O)Nc1c(F)cc(F)cc1F
  -13	31%	-5%	-3%	-7%	6%	-5%	15%	344%[activator]
